# Abeta yeast res: A-beta toxicity reversal in yeast; AID 1347071; actives 0.063% (n = 410,000); Potency, µM (series often up to 46.1 µM), for inactives: top-dose growth rescue, most hits filed as activators; yeast expressing A-beta42, growth rescue, OD600, 48 h; response scale: 0% DMSO, 100% iron-clioquinol control; further: potency means the concentration at half of the fitted maximal effect; nearly all actives have a fitted effect of over 55% in size
#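 Yeast growth medium received pinned compounds, then yeast cells expressing toxic A-beta were added; plates incubated at 30 C for 48 hr. Growth read as absorbance at 600 nm, normalized to DMSO and equimolar FeCl3 plus clioquinol controls.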
# FUS suppressor: suppressors of FUS proteinopathy in yeast | Potency, µM (top dose mostly 76.6 µM), for the others: at the highest dose growth rescue (activation), hits mostly activators | AID 1347120 | actives 0.24% (n = 390,000) | S. cerevisiae FUS-expressing, growth rescue, OD600, 24 h;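 further: potency means the concentration at half of the fitted maximal effect; plate controls were DMSO vehicle for no effect and reference control for full effect; nearly all actives have a fitted effect of over 55% in size; some results filed as inactive show a strong effect at the top dose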
#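 Quantitative HTS measuring growth restoration of FUS-toxic yeast. Galactose-induced cells (OD 0.005) were exposed 24hr at 30C to compounds at several concentrations, then absorbance at 600 nm was recorded.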
# PLK1 PBD block: inhibitors of human PLK1 polo-box domain binding; Potency, µM, for the others: max response, negative = inhibition, hits mostly inhibitors; Plk1 PBD binding of FITC phosphopeptide, fluorescence polarization; AID 720504; actives 2.8% (n = 360,000); P53350; further: potency means the concentration at half of the fitted maximal effect; series mostly up to about 57 µM; on the % scale 0 is the no-effect control and ±100 the full control effect; nearly all actives have a fitted effect of over 65% in size
# Target sequence (P53350 whole entry, looked up, the tested form may be a part): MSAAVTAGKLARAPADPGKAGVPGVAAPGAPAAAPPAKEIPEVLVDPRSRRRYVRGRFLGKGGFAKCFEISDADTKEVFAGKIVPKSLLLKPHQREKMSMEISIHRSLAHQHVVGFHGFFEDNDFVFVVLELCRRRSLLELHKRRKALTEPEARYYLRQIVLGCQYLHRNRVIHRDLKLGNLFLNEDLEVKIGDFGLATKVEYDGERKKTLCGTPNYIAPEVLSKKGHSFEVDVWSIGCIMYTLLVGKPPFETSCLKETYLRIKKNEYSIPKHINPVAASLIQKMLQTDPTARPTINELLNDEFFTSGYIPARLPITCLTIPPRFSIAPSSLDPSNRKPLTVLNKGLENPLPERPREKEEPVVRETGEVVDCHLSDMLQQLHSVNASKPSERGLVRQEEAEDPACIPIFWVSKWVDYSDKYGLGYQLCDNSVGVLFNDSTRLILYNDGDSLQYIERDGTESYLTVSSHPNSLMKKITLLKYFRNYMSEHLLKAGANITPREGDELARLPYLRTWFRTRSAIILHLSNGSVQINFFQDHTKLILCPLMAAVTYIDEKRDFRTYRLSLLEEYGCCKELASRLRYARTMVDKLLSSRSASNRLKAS
# aSyn rescue: inhibitors of alpha-synuclein toxicity in yeast; Yeast expressing alpha-synuclein, growth rescue, BacTiter-Glo, 24 h; Potency, µM (highest dose often 46.1 µM), for the others: at the top dose growth rescue (activation), hits mostly activators; actives 0.14% (n = 370,000); AID 652106; further: potency means the concentration at half of the fitted maximal effect; % of control where 0% means no effect; nearly all actives have a fitted effect of over 65% in size
#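 Galactose-induced alpha-syn yeast (OD600=0.02, raffinose-pregrown) + pinned cpd, 24 hr, 30 deg C; growth by BacTiter-Glo luminescence. Growth restoration scores as activation.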
# IL-2 act: activators of IL-2; IL-2 activation reporter assay, cell-based qHTS; stimulated with anti-CD3/CD4/CD28 beads; in transgenic mouse T cells; activation, % (series mostly up to about 46 µM); actives 0.065% (n = 360,000); AID 652025; in the data active means activation above about 50%; inconclusive means mostly about 30% to 49%; further: 0% is about no effect
#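 First, unstimulated transgenic mouse T cells were exposed to compound for 60 min. Next, anti-CD3/anti-CD4-coated beads with anti-CD28 were added. Finally, after 18 h at 37 degrees C, EGFP and DsRed were imaged.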
# PI5P4Ka inh: PI5P4K alpha (human) kinase inhibition | P48426 | PI5P4Kalpha enzyme, ADP-Glo luminescence, 60 min; active compounds read low | max response, % | actives 1.2% (n = 330,000); active means max response of -50% or lower; inconclusive means between -30% and -50%; inactive means -30% or higher; further: value at the top dose of about 77 µM; on the % scale 0 is the no-effect control and ±100 the full control effect
# Target sequence (P48426 whole entry, looked up): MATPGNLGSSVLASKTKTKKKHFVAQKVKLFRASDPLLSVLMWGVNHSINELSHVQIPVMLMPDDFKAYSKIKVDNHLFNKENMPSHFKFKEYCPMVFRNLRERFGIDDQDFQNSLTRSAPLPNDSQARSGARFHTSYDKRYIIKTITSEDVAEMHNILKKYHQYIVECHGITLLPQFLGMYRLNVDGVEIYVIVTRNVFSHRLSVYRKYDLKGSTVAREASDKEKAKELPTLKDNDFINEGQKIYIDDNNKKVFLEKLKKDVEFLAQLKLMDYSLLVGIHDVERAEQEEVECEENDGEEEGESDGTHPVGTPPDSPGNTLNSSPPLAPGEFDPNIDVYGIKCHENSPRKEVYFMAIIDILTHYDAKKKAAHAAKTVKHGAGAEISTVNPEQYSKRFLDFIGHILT
#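 ADP-Glo luminescence end-point read after a 60 min room-temperature kinase reaction of PI5P4Kalpha plus substrate, initiated with ATP at 5 microM final. Buffer: 0.038 M HEPES pH 7.4, EGTA, 0.1% CHAPS, 5% DMSO.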
# WRN inhibitor: WRN helicase (human) inhibition | Q14191 | WRN helicase unwinding, fluorescent forked duplex, kinetic | Potency, µM (series often up to 114 µM), inactives show at the highest dose activity change, negative = inhibition, actives largely listed as inhibitors | actives 0.46% (n = 360,000) | AID 651768; further: potency means the concentration at half of the fitted maximal effect; on the % scale 0 is the no-effect control and ±100 the full control effect; nearly all actives have a fitted effect of over 55% in size
#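 Kinetic fluorescence helicase assay: unwinding of a quenched forked DNA duplex (100 nM final) with 2 mM ATP final raises red fluorescence (525/598 nm). Compounds sat 15 min at room temperature with 20 nM WRN beforehand.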
# EPAC1 antagonist: EPAC1 (human) antagonism; O95398; EPAC1 GEF assay, Rap1b-BODIPY-GDP exchange fluorescence; Potency, µM (doses to about 115 µM), inactives show top-dose activity change, negative = inhibition, usual class: inhibitors; actives 0.14% (n = 360,000);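 further: potency means the concentration at half of the fitted maximal effect; plate controls were vehicle for no effect and positive control for full effect; nearly all actives have a fitted effect of over 50% in size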
# EPAC1 agonist: EPAC1 (human) agonism. O95398. EPAC1 agonist qHTS, biochemical assay; response scale: 100% = response to 6.5 mM cAMP. Potency, µM (top dose mostly 154 µM), inactives show at the highest dose activation, most hits filed as activators. actives 0.073% (n = 360,000). AID 720707; further: potency means the concentration at half of the fitted maximal effect; nearly all actives have a fitted effect of over 60% in size
#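 Multi-concentration qHTS readout: loss of Rap1B-bound BODIPY-GDP fluorescence driven by 100 nM EPAC1 with excess GDP (50 uM), monitored kinetically at room temperature; agonist response expressed relative to 6.5 mM cAMP.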
# * = called active by the depositor; ? = inconclusive; / = no result given; [ ] = another dose, or the depositor's remark. Unless noted, the call rests on the fitted dose curve; in most records, active means well fitted curve in the direction sought with a large enough effect; inconclusive means small, poorly fitted or top-dose-only effect, or another doubt; inactive means no such curve, though single readings can be large; an effect the other way counts as inactive or inconclusive.
nr	smiles	Abeta yeast res	FUS suppressor	PLK1 PBD block	aSyn rescue	IL-2 act
1	COc1cccc(NC(=O)CN(C)CC(=O)c2c(C)[nH]c3ccccc23)c1	24%	7%	-2%	-1%	0.0
2	O=C(/C=C/c1ccccc1)NCC1(c2ccccc2)CCOCC1	2%	-10%	-12%	-3%	-0.2
3	CN(c1ccccc1C(=O)Nc1ccc2c(c1)n(C)c(=O)n2C)S(C)(=O)=O	6%	-15%	-8%	-2%	-0.7
4	O=C(/C=C/c1ccccc1)OCCCCN=C1NS(=O)(=O)c2ccccc21	-4%	8%	27µM*	-3%	-0.7
5	CNC(=O)/C(C#N)=C/c1c(N2CCN(c3cccc(Cl)c3)CC2)nc2c(C)cccn2c1=O	15%	11%	-10%	0%	0.5
6	CCS(=O)(=O)c1c([N+](=O)[O-])ncn1C	-13%	-20%	-18%	-3%	-2.0
7	OCC[C@H]1C[C@H](O)[C@@H](O)[C@]2(Cc3ccccc3CCO2)O1	1%	-16%	-13%	-1%	0.1
8	Cc1noc(C)c1CSCC(=O)Nc1ccc(S(=O)(=O)C(F)F)cc1	-2%	11%	-1%	2%	-3.6
9	CCCCC1CC2=C(C(=O)OC(C)(C)O2)C(c2cccc3ccccc23)O1 (stereo not drawn)	4%	34%	-4%	27%	-0.9
10	COc1ccccc1C1CCN(c2ccc(CO)cc2[N+](=O)[O-])CC1	-2%	27%	-10%	-3%	0.7

nr	PI5P4Ka inh	WRN inhibitor	EPAC1 antagonist	EPAC1 agonist
1	5	-6%	-19%	7%
2	-1	-30%	19%	3%
3	1	2%	-21%	6%
4	?	-33%	-21%	-4%
5	16	9%	-14%	-2%
6	-5	-3%	-15%	2%
7	-6	14%	1%	-12%
8	-5	1%	-13%	5%
9	25	-11%	-16%	0%
10	21	-20%	?	17%

# Marked active in PLK1 PBD block (from the list above):
no.	Compound	PLK1 PBD block	IL-2 act	PI5P4Ka inh	WRN inhibitor	EPAC1 antagonist	EPAC1 agonist
4	O=C(/C=C/c1ccccc1)OCCCCN=C1NS(=O)(=O)c2ccccc21	27µM*	-0.7	?	-33%	-21%	-4%

# Further entries follow:
nr	smiles	Abeta yeast res	FUS suppressor	PLK1 PBD block	aSyn rescue	IL-2 act
11	O=C(O)c1cc(O)c2c(c1)[C@@H]([C@H]1c3cc(C(=O)O)cc(O)c3C(=O)c3c(O[C@@H]4O[C@H](CO)[C@@H](O)[C@H](O)[C@H]4O)cccc31)c1cccc(OC3O[C@H](CO)[C@@H](O)[C@H](O)[C@H]3O)c1C2=O (stereo partly drawn)	-12%	-34%	0.84µM*	0%	0.0
12	Cc1ccc2[nH]c3c(=O)n(Cc4ccco4)cnc3c2c1	4%	-4%	5%	5%	5.0
13	COc1ccc2c(c1)Cc1cc(NC(=O)c3ccccc3-c3ccccc3C(=O)O)ccc1-2	0%	-1%	?	-6%	0.2
14	Cc1cc(SCC(=O)Nc2ccccc2)n2ncc(-c3ccccc3)c2n1	13%	5%	1%	10%	-0.2
15	COC(=O)CC1=C(C(=O)OC)C(c2cccc(OCC(N)=O)c2)C(C#N)=C(N)O1 (stereo not drawn)	1%	16%	-12%	1%	-1.7
16	N/C(=N\OC(=O)Cc1ccc([N+](=O)[O-])cc1)c1ccccn1	-3%	13%	-8%	-8%	-0.7
17	CCC(C)(c1ccc(C=O)s1)c1ccc(C=O)s1	-27%	18%	-11%	1%	-2.1
18	CC(=O)NC(CC(=O)N(Cc1ccccc1)c1cccc(C)c1)c1ccccc1 (stereo not drawn)	31%	21%	-6%	-6%	-1.9
19	Cc1ccc(C(C(=O)NC2CCCC2)N(Cc2ccc(F)cc2)C(=O)c2snc(C(N)=O)c2N)o1 (stereo not drawn)	?	25%	-3%	1%	-0.3
20	COc1ccccc1C(=O)NCC(=O)NCC1(N2CCCCC2)CCCCC1	-14%	/	-9%	-3%	0.2

nr	PI5P4Ka inh	WRN inhibitor	EPAC1 antagonist	EPAC1 agonist
11	-89*	1.1µM*	?	5%
12	14	1%	0%	-7%
13	-2	-17%	-27%	2%
14	-4	0%	-5%	-19%
15	3	-1%	12%	3%
16	-7	-1%	4%	7%
17	/	-6%	4%	0%
18	-5	-28%	6%	-8%
19	2	-4%	-4%	5%
20	1	3%	1%	13%

# Going on with the list:
nr	smiles	Abeta yeast res	FUS suppressor	PLK1 PBD block	aSyn rescue	IL-2 act
21	CCOC(=O)[C@@H]1[C@H]2COc3ccc(Br)cc3[C@H]2N2C(=O)N(c3ccc(OC)cc3)C(=O)[C@]12C	-4%	?	-3%	-3%	-3.8
22	COc1ccc(C(=O)Nc2cccc3nc(C)ccc23)c(OC)c1	5%	15%	11%	5%	-0.8
23	COc1ccc(-c2c(C#Cc3ccsc3)c3ccccc3n2C)cc1	-7%	28%	?	0%	-0.4
24	O=C(N/N=C/c1ccncc1)NC1CCCCC1	6%	-39%	-4%	0%	-1.5
25	CC(C)CC1C(=O)N(Cc2cn(CCC3OCCO3)nn2)CCS(=O)(=O)N1Cc1ccc(-c2ccccc2)cc1 (stereo not drawn)	3%	?	0%	0%	-3.2
26	Cc1ccc2c(C(=O)CN3CCCCC3CCO)c(C)[nH]c2c1 (stereo not drawn)	23%	20%	-6%	1%	-0.1
27	O=C(NCc1ccncc1)C1Cc2c(-c3ccc(Cl)cc3)ccnc2O1 (stereo not drawn)	-8%	-8%	0%	10%	0.1
28	C=CCN(C(=O)CCC(=O)Nc1cc(C)on1)C(C(=O)NC1CCCC1)c1cccnc1 (stereo not drawn)	9%	12%	-7%	-4%	-0.9
29	COc1ccc(Cl)cc1NC(=O)CN1CCN(S(=O)(=O)N2CCC(C)CC2)CC1	2%	?	-4%	11%	0.7
30	CN(CCC1CCOCC1)Cc1cn[nH]c1-c1ccc(-c2ccccc2)cc1	-9%	4%	-22%	3%	-0.7

nr	PI5P4Ka inh	WRN inhibitor	EPAC1 antagonist	EPAC1 agonist
21	5	-8%	-23%	7%
22	-4	-5%	9%	2%
23	-11	1%	-21%	-5%
24	-4	-6%	-8%	-8%
25	19	-2%	-10%	-1%
26	2	0%	0%	0%
27	-2	-7%	-1%	-4%
28	-1	8%	-6%	2%
29	6	-1%	3%	6%
30	1	1%	4%	4%

# Some entries already given, showing only EPAC1 antagonist and WRN inhibitor:
nr	compound	EPAC1 antagonist	WRN inhibitor
3	CN(c1ccccc1C(=O)Nc1ccc2c(c1)n(C)c(=O)n2C)S(C)(=O)=O	-21%	2%
19	Cc1ccc(C(C(=O)NC2CCCC2)N(Cc2ccc(F)cc2)C(=O)c2snc(C(N)=O)c2N)o1 (stereo not drawn)	-4%	-4%
2	O=C(/C=C/c1ccccc1)NCC1(c2ccccc2)CCOCC1	19%	-30%

# Additional entries follow.
nr	smiles	Abeta yeast res	FUS suppressor	PLK1 PBD block	aSyn rescue	IL-2 act
31	Cc1cc(C)c(N)cc1C	-13%	-37%	-3%	11%	-0.4
32	C=C(C)CN(CC)C(=O)CSc1nc2ncc(Cl)cc2[nH]1	18%	2%	-26%	0%	0.0
33	COc1ccc(OCC(=O)Nc2cc(NC(=O)c3ccco3)ccc2OC)cc1	4%	5%	-20%	-4%	-2.8
34	CCC(NC(=O)CCl)c1ccc(C)cc1 (stereo not drawn)	10%	-21%	30µM*	8%	-2.2
35	O=C(c1cc2c(s1)CCCC2)N1CCN(S(=O)(=O)c2ccccc2C(F)(F)F)CC1	8%	/	2%	30%	-2.0
36	COc1ccc(CC(=O)NNC(=S)Nc2ccccc2)cc1Cl	15%	7%	-10%	0%	1.1
37	CCCOc1ccc(C(=O)N/N=C/c2c[nH]c3ccc(Br)cc23)cc1	-19%	-15%	-15%	-7%	-0.3
38	O=C(O)CC1(CC(=O)Nc2ccc3ccccc3n2)CCCCC1	-12%	?	-6%	12%	0.8

nr	PI5P4Ka inh	WRN inhibitor	EPAC1 antagonist	EPAC1 agonist
31	8	-6%	-7%	-7%
32	0	-9%	-14%	0%
33	2	-5%	?	8%
34	-9	-1%	1%	0%
35	0	-3%	8%	-1%
36	2	5%	2%	-7%
37	5	-5%[57.1 µM]	?	23%
38	2	-3%	8%	7%

# Record cards, as listed above. Values in the order: Abeta yeast res | FUS suppressor | PLK1 PBD block | aSyn rescue | IL-2 act | PI5P4Ka inh | WRN inhibitor | EPAC1 antagonist | EPAC1 agonist
# Entry for `O=C(O)CC1(CC(=O)Nc2ccc3ccccc3n2)CCCCC1` → -12% | ? | -6% | 12% | 0.8 | 2 | -3% | 8% | 7%
# Entry for `Cc1cc(C)c(N)cc1C` → -13% | -37% | -3% | 11% | -0.4 | 8 | -6% | -7% | -7%
# Entry for `COc1ccc(CC(=O)NNC(=S)Nc2ccccc2)cc1Cl` → 15% | 7% | -10% | 0% | 1.1 | 2 | 5% | 2% | -7%
# Entry for `CCCOc1ccc(C(=O)N/N=C/c2c[nH]c3ccc(Br)cc23)cc1` → -19% | -15% | -15% | -7% | -0.3 | 5 | -5%[57.1 µM] | ? | 23%
# Entry for `COc1ccc(OCC(=O)Nc2cc(NC(=O)c3ccco3)ccc2OC)cc1` → 4% | 5% | -20% | -4% | -2.8 | 2 | -5% | ? | 8%
